DTT redox prof: compounds producing H2O2 with reducing agent – biochemical, NIH compound library profiling, artefact control for MLSCN library redox annotation, primary screen; DTT-dependent redox cycling H2O2, phenol red/HRP absorbance; 100% = 100 µM peroxide control, 0% = buffer; 0.03% of 200,000 active; AID 878, 2007; activation, % at 10 µM;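 active = activation of at least 50% relative to the plate's high and low controls in the primary single-dose screen; inactive = activation below 50%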;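 note: compound incubated with DTT at 0.8 mM final as the reducing agent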
S1P3 antag: S1P3 receptor antagonists, primary screen, cell-based. Sphingosine 1-phosphate receptor 3 (Homo sapiens), Q99500. CHO S1P3 NFAT-BLA reporter, FRET fluorescence, antagonist mode. inhibition, % at 4.98 µM. 0.27% of 170,000 active. AID 485, 2006;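 active = inhibition above the plate cutoff, the mean inhibition of test wells on that plate plus 3 SD, cut at about 28% in these data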;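 note: cells challenged with S1P at its EC80 of 0.8 µM; blue over green emission ratio from cleaved BLA substrate after 4 h stimulation; 0% = S1P-stimulated wells and 100% = unstimulated DMSO-only wells; some compounds past the cut are filed as inactive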
TNAP inh noacc: human TNAP enzyme inhibitors, primary screen, biochemical, luminescent, no phosphate acceptor, uHTS. purified TNAP, CDP-star luminescence, 30 min. 0.26% of 200,000 active. AID 1012, 2008. inhibition, % at 20 µM. Alkaline phosphatase, tissue-nonspecific isozyme (Homo sapiens), P05186;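 active = tissue-nonspecific alkaline phosphatase inhibition above about 50% at 20 µM in the single-dose screen, limit read from the data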;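 note: 0% = DMSO negative control and 100% = EDTA positive control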
Target sequence (P05186 whole entry, looked up): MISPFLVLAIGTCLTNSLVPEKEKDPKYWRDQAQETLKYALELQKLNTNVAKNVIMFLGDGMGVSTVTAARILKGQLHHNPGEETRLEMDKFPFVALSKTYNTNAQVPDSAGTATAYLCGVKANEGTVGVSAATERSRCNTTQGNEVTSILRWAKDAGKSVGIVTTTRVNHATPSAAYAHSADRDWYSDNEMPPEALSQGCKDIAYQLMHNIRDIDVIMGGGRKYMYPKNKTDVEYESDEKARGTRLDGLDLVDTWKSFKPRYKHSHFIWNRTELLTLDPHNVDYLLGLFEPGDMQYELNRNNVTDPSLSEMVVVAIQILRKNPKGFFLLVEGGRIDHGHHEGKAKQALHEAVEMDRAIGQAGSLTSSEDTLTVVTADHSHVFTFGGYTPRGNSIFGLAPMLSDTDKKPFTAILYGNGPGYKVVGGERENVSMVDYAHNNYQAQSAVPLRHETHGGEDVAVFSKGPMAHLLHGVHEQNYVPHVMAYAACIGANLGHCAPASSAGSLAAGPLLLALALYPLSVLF
Hsp70 act: Hsp70 transcriptional activators, primary screen, cell-based, HeLa, Hsp70 promoter luciferase, luminescence, 10 µM | activation, % at 10 µM | HeLa Hsp70 promoter luciferase reporter; scaled: vehicle 0, proteasome-inhibitor control 100% | 0.04% of 200,000 active | AID 1203, 2008;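 active = activation above the mean across all tested compounds plus 3 SD, cutoff set per campaign, cut at about 5.5% in these data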;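 note: 100% = MG132 at 30 µM as the positive control and 0% = DMSO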
Efa HMGR inh: inhibitors of E. faecalis class II HMGR, primary screen, biochemical, Enterococcus faecalis | purified E. faecalis HMGR, NADPH absorbance 340 nm kinetic | HMG-CoA reductase (Enterococcus faecalis, mvaE) | 0.41% of 190,000 active | inhibition, % at 10 µM;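 active = inhibition above a set limit, the median over all tested compounds plus 3 SD, cut at about 9.5% in these data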;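 note: enzyme runs in reverse so mevalonate oxidation gives rising NADPH absorbance; 0% = complete reaction with DMSO and 100% = background rate lacking mevalonate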
RAM network inh: inhibitors of the yeast RAM network, primary screen, dse1pr::URA3 reporter, 5-FOA selection; S. cerevisiae dse1pr::URA3 reporter, 5-FOA growth OD615, 2 d; analog-sensitive cbk1-as2 kinase mutant strain; AID 868, 2007; inhibition, % at 50 µM; 1.8% of 190,000 active;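 active = inhibition above a set limit, 3 SD over mean compound inhibition, cut at about 8.4% in these data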;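 note: 0% = DMSO-only wells with no growth and 100% = 10 µM 1-NA-PP1 full growth; inhibition rescues growth on 5-FOA so higher OD means more RAM inhibition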
PMI activator: activators of human PMI, primary screen, biochemical, fluorescence intensity, near-Km mannose 6-phosphate; 0.005% of 190,000 active; activation factor at 20 µM; purified human PMI, coupled resazurin fluorescence, 20 min; active compounds read high; 1 = vehicle control, 0 substrate-free wells;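 active = activation factor of 2 or more at 20 µM, relative to plate controls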
Target sequence (P34949 whole entry, looked up): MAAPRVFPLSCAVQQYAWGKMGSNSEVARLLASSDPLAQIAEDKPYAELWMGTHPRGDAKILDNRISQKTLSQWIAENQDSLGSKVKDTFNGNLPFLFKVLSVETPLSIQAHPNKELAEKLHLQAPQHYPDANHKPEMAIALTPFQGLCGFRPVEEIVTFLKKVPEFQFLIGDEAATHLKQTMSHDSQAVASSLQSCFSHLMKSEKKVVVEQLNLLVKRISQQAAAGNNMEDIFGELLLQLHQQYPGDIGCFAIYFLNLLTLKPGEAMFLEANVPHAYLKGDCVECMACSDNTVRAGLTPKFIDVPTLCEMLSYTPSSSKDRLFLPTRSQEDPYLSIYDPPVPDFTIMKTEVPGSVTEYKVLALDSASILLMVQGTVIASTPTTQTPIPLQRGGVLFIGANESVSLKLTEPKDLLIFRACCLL
L major viab: Leishmania major promastigote growth inhibition, primary screen; Leishmania major promastigotes, resazurin fluorescence viability; inhibition, % at 10 µM; 9% of 200,000 active; AID 1063, 2008; in the data active = inhibition above about 50%;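 note: promastigotes grown with compound for 44 hours at 28 °C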
PMI act hi M6P: human PMI activators, high substrate, primary screen, biochemical, fluorescence intensity, near-saturating mannose 6-phosphate; Mannose-6-phosphate isomerase (Homo sapiens), P34949; coupled PMI enzyme assay, resazurin fluorescence, 20 min; active compounds read high; 1 = untreated enzyme, 0 = substrate-free blank; activation factor at 20 µM; 0.34% of 190,000 active;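 active = activation factor of 2 or more at 20 µM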
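Test system: human phosphomannose isomerase with PGI, G6PDH, diaphorase coupling enzymes; amount: 15 ng/mL PMI; incubation: enzyme reaction with compound 20 min at room temperature; technique: resorufin fluorescence (Ex 544/Em 590 nm) from resazurin via diaphorase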
TNAP inh hi DEA: human TNAP enzyme inhibitors, primary screen, biochemical, luminescent, high phosphate acceptor level, uHTS; purified TNAP, CDP-star luminescence, 1 M DEA; Alkaline phosphatase, tissue-nonspecific isozyme (Homo sapiens), P05186; AID 1135, 2008; 0.03% of 200,000 active; inhibition, % at 20 µM;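 active = over 50% inhibition of tissue-nonspecific alkaline phosphatase at 20 µM in the single-dose screen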;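 note: plate controls were DMSO wells for no effect and EDTA-quenched wells as full inhibition for full effect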
The depositor's hits bear a star; . = no result given.

| SMILES | DTT redox prof | S1P3 antag | TNAP inh noacc | Hsp70 act | Efa HMGR inh | RAM network inh | PMI activator | L major viab | PMI act hi M6P | TNAP inh hi DEA |
| --- | --- | --- | --- | --- | --- | --- | --- | --- | --- | --- |
| COC(=O)c1ccc(C(=O)OC)c(NC(=O)COc2ccccc2OC)c1 | 1.3 | 39 | -7 | 0.1 | 2 | 4.6 | 1 | -4 | 1 | 2 |
| O=C(Nc1ccc(S(=O)(=O)N2CCc3ccccc3C2)cc1)C1CCCO1 (stereo unspecified) | 0.7 | 20 | -7 | -0.2 | 3 | 0.5 | 0.9 | 6 | 0.9 | -1 |
| CCCn1c2ccccc2c2nnc(SCC(=O)OCC)nc21 | 0.1 | . | -11 | -0.4 | 1 | 2.6 | 0.8 | -2 | 0.9 | -8 |
| CCOC(=O)C(NC(=O)CC)(Nc1ccc(S(=O)(=O)Nc2ncccn2)cc1)C(F)(F)F (stereo unspecified) | 0.3 | -14 | -20 | 0.0 | -5 | 3.0 | 1 | -8 | 1 | -5 |
| CCN(CC)C(=O)CCc1nnc(CCc2c[nH]c3ccccc23)o1 | -0.1 | -7 | -15 | -0.4 | -5 | 1.6 | 1 | -2 | 1 | -9 |
| NC(=O)c1ccsc1NC(=O)CSc1ccccc1F | 2.6 | -7 | -10 | -0.1 | 1 | 0.3 | 1 | 10 | 1 | -2 |
| COC(=O)[C@H](CCSC)NC(=O)Nc1cc(C)ccc1C | 0.8 | -32 | -11 | 0.1 | -5 | 0.5 | 0.9 | -7 | 0.9 | -3 |
| Nc1ccn(Cc2ccccc2F)n1 | -0.3 | -5 | -17 | -0.3 | -2 | 0.2 | 1.2 | 1 | 1.1 | -5 |
| CCCCOc1ccc(C(=O)N/C(=C\c2cccc([N+](=O)[O-])c2)C(=O)OCc2ccco2)cc1 | -0.1 | -4 | -12 | -0.1 | 6 | 11* | 0.9 | 2 | 1 | -2 |
| O=C(O)c1ccc(NS(=O)(=O)c2cc(Cl)ccc2Cl)cc1O | 1.8 | -19 | -2 | -0.1 | -2 | 1.7 | 0.9 | -15 | 0.9 | 0 |
| Cc1cccc(OCCCN2C(=O)C(=O)c3cc(C)ccc32)c1 | -0.6 | -20 | -2 | -0.1 | -4 | -1.4 | . | 36 | . | -3 |
| CNC(=S)N1CCc2cc(OC)c(OC)cc2C1COc1ccc(OC)cc1 (stereo unspecified) | -1.5 | 1 | -12 | -0.2 | 5 | -0.9 | 0.9 | 37 | 1 | 1 |
| Cc1ccc(CSc2ccc(C(=O)N3CCOCC3)cc2[N+](=O)[O-])cc1 | 0.1 | -24 | -6 | 0.6 | -4 | 2.1 | 1.1 | -7 | 1 | 0 |
| CCSc1nnc(NC(=O)CSc2ncccn2)s1 | 0.7 | -40 | -17 | -0.1 | 1 | 1.0 | 0.9 | 1 | 1 | -6 |
| CC(C)(C)N1CC(COc2ccccc2)OC1=O (stereo unspecified) | 1.6 | -16 | -14 | -0.1 | -6 | 0.9 | 0.9 | -2 | 0.9 | -5 |
| O=C(CCC(=O)OCC(=O)c1cccc([N+](=O)[O-])c1)Nc1ccccc1Cl | 0.0 | . | -12 | -0.1 | -2 | 4.2 | 1.1 | -9 | 1.1 | -4 |
| COc1ccccc1-c1c(-c2ccc(OCC(=O)NN)cc2O)n[nH]c1C(F)(F)F | 0.2 | -7 | -41 | -0.4 | -7 | 1.6 | 0.9 | 87* | 0.9 | 0 |
| CCc1c(C)n([O-])c2c([n+]1=O)CCC2 | 0.0 | 10 | -9 | -0.3 | -1 | -0.2 | 1 | -9 | 1 | -1 |
| C=CCNC(=O)c1c(C(F)(F)F)nn(C)c1Cl | -1.9 | -15 | -2 | 0.0 | 9.6* | 0.4 | 1.1 | 0 | 1.1 | 2 |
| CC1(C)Cc2ccccc2C(N/N=C/c2cccc(F)c2)=N1 | 2.5 | . | 4 | -0.4 | 3 | 0.0 | 1.3 | 23 | 1.5 | -8 |
| Cc1cc(C)n(C(=O)CCCC(=O)n2nc(C)cc2C)n1 | -1.9 | . | 4 | -0.1 | -1 | 0.9 | 1.1 | 21 | 1.1 | -6 |
| O=C(Nc1ccc(F)cc1F)c1csc(-c2cccs2)n1 | -2.5 | 8 | 0 | 0.2 | -4 | 3.3 | 1 | -10 | 1 | -3 |
| CCCCSc1nnc(-c2ccccc2N)c(=O)[nH]1 | -0.5 | -5 | -9 | 0.4 | 0 | 2.3 | 1.2 | -3 | 1.6 | -2 |
| CCOc1cc(S(=O)(=O)N2CCCCCC2)ccc1F | 0.1 | . | -16 | -0.2 | -6 | 1.2 | 1.1 | 7 | 1 | -8 |
| CCCCCCn1c2c(c(=N)c3c1CCC3)CCC2 | 1.9 | -27 | -13 | 0.0 | 3 | 1.9 | 0.8 | 100* | 0.9 | -6 |
| O=C(NN1C(=O)C2C3c4ccccc4C(c4ccccc43)C2C1=O)c1ccccc1 (stereo unspecified) | -0.2 | -3 | 3 | -0.3 | -1 | 1.1 | 0.9 | 2 | 0.9 | -2 |
| Cc1ccc(C(=O)Nc2nc(C)c(C)s2)o1 | 0.1 | . | -20 | 0.7 | -9 | 0.2 | 1 | 8 | 1 | -4 |
| O=C(N1CCCCCC1)N1CCN(S(=O)(=O)N2CCOCC2)CC1 | 1.6 | 8 | -14 | -0.1 | -1 | 0.5 | 1 | -8 | 0.9 | -2 |
| CCCn1c(=S)[nH]c2cc(C(=O)NCC3CCCO3)ccc2c1=O (stereo unspecified) | 0.1 | -2 | -9 | -0.3 | -1 | 1.2 | 1 | 4 | 1 | -7 |
| COc1ccc(-c2cc(C(F)(F)F)nc(NCc3cccnc3)n2)cc1 | 0.2 | . | -2 | -0.2 | -9 | 0.0 | 0.9 | 28 | 0.9 | -1 |
| c1ccc(COc2ccc(OCCn3cncn3)cc2)cc1 | 0.8 | -16 | -7 | 0.1 | -6 | 1.7 | 0.9 | -5 | 0.9 | -3 |
| CC(CCc1ccccc1)NC(=O)CN(C)Cc1ccccc1F (stereo unspecified) | 0.1 | -16 | -5 | -0.3 | -4 | 0.4 | 0.9 | 3 | 0.9 | -3 |
| COc1ccc(OC2C(=O)N(c3cc(C)ccc3C)C2c2ccc(OC)c(OC)c2)cc1 (stereo unspecified) | -0.1 | 2 | -10 | -0.3 | 3 | 2.9 | 0.9 | 0 | 1 | -5 |
| CCC(C)NC(=O)CN(c1ccc(Cl)c(Cl)c1)S(C)(=O)=O (stereo unspecified) | -1.2 | -12 | -4 | -0.2 | 0 | -0.1 | 0.9 | -2 | 1.1 | -2 |
| CC(C)N(Cc1nnc(-c2ccccc2Cl)o1)C(=O)c1cccc(C#N)c1 | -0.6 | . | -6 | -0.1 | . | . | 0.9 | 6 | 0.8 | -4 |
| COc1ccc(CCNC(=O)COc2ncnc3ccccc23)cc1OC | -0.3 | -4 | -2 | -0.1 | 3 | 1.5 | 1.1 | -8 | 1 | -3 |
| Cn1cc(C(=O)Nc2ccc(F)c(F)c2)cn1 | 1.1 | . | -9 | 0.5 | -1 | 0.7 | 1 | 11 | 1 | -3 |
| COc1ccccc1OCCOCCOc1c(C)cc(C)cc1Br | -0.7 | -1 | -31 | 0.0 | -1 | 0.0 | 0.9 | 27 | 1 | 2 |
| O=C(COC(=O)/C=C/c1ccco1)NCc1ccccc1Cl | 0.1 | -2 | -6 | -0.1 | -2 | 0.7 | 1.1 | -6 | 1 | -3 |
| COc1cccc(-c2nc(=S)c3c(n2Cc2ccco2)CCCC3)c1 | 2.3 | -9 | -6 | 0.1 | 3 | 14* | 0.9 | 2 | 0.9 | -4 |

Reprinted from the part before: 4 compounds, then new ones.
structure	DTT redox prof	S1P3 antag	TNAP inh noacc	Hsp70 act	Efa HMGR inh	RAM network inh	PMI activator	L major viab	PMI act hi M6P	TNAP inh hi DEA
Cn1cc(C(=O)Nc2ccc(F)c(F)c2)cn1	1.1	.	-9	0.5	-1	0.7	1	11	1	-3
COc1ccccc1OCCOCCOc1c(C)cc(C)cc1Br	-0.7	-1	-31	0.0	-1	0.0	0.9	27	1	2
O=C(COC(=O)/C=C/c1ccco1)NCc1ccccc1Cl	0.1	-2	-6	-0.1	-2	0.7	1.1	-6	1	-3
COc1cccc(-c2nc(=S)c3c(n2Cc2ccco2)CCCC3)c1	2.3	-9	-6	0.1	3	14*	0.9	2	0.9	-4
Cn1cccc1C(=O)NC(=O)COC(=O)c1cc([N+](=O)[O-])ccc1Cl	8.1	1	-10	-0.1	6	3.8	1	-8	1	-2
CC(C)CCN1CCN(Cc2cccn2-c2ccc(Cl)cn2)CC1CCO (stereo unspecified)	-1.1	-5	-8	0.1	1	2.3	1	73*	1	-6
COc1ccc(C(=O)NC(C)c2nc3ccccc3n2C)cc1OC (stereo unspecified)	-1.7	.	-7	0.2	1	2.4	1	-4	1	-6
Cn1cnc2cc(NC(=O)c3cccs3)ccc21	-0.6	-19	6	0.1	-7	-0.8	1.1	3	1.1	-7
COc1cccc(-c2nc(CS(=O)(=O)CC(=O)Nc3cccc(C)c3C)c(C)o2)c1	-0.3	-6	-17	-0.3	-2	1.5	0.9	-4	1	-3

An excerpt of these results, as labelled records:
SMILES: Cn1cnc2cc(NC(=O)c3cccs3)ccc21
  DTT redox prof: -0.6
  S1P3 antag: -19
  TNAP inh noacc: 6
  Hsp70 act: 0.1
  Efa HMGR inh: -7
  RAM network inh: -0.8
  PMI activator: 1.1
  L major viab: 3
  PMI act hi M6P: 1.1
  TNAP inh hi DEA: -7

SMILES: COc1cccc(-c2nc(CS(=O)(=O)CC(=O)Nc3cccc(C)c3C)c(C)o2)c1
  DTT redox prof: -0.3
  S1P3 antag: -6
  TNAP inh noacc: -17
  Hsp70 act: -0.3
  Efa HMGR inh: -2
  RAM network inh: 1.5
  PMI activator: 0.9
  L major viab: -4
  PMI act hi M6P: 1
  TNAP inh hi DEA: -3
